14-3-3 PPI: alters human 14-3-3 gamma binding to Raf peptide | inhibition, % at 40 µM | 160,000 compounds, 0.19% hits | P61981 | FP, 14-3-3gamma / TMR-pS259-Raf peptide binding; in the data active = inhibition above about 30%;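 also: 0% = protein plus tracer without compound and 100% = blank with tracer alone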
Target sequence (P61981 whole entry, looked up): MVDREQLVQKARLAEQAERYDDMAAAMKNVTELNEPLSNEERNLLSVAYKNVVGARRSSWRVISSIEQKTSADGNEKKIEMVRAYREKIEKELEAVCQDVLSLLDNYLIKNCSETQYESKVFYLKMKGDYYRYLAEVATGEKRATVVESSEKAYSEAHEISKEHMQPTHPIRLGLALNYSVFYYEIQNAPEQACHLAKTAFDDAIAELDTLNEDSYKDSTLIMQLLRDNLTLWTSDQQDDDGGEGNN
Numbers without * were called inactive; & = joins results of further samples.

Start of the data: the first 6 entries, ahead of the listing:
Molecule | 14-3-3 PPI
COc1nc(C)nc(N)n1 | 2
O=C(CSc1nc2ccccc2[nH]1)Nc1ccc(N2CCOCC2)c(Cl)c1 | 2
O=C(Oc1ccc(N(Cc2cccs2)C2=NS(=O)(=O)c3ccccc32)cc1)c1ccccc1 | 0
Cc1ccc(C2/C(=C(\O)c3ccc(Cl)cc3)C(=O)C(=O)N2c2ccccn2)cc1 (stereo unspecified) | -9
CCOc1ccc(Cl)cc1CSc1n[nH]c(CC)n1 | -1
Cc1sc2ncnc(SCc3ccc(F)cc3)c2c1C | -4

Results, previewed entries included:
Molecule | 14-3-3 PPI
COc1nc(C)nc(N)n1 | 2
O=C(CSc1nc2ccccc2[nH]1)Nc1ccc(N2CCOCC2)c(Cl)c1 | 2
O=C(Oc1ccc(N(Cc2cccs2)C2=NS(=O)(=O)c3ccccc32)cc1)c1ccccc1 | 0
Cc1ccc(C2/C(=C(\O)c3ccc(Cl)cc3)C(=O)C(=O)N2c2ccccn2)cc1 (stereo unspecified) | -9
CCOc1ccc(Cl)cc1CSc1n[nH]c(CC)n1 | -1
Cc1sc2ncnc(SCc3ccc(F)cc3)c2c1C | -4
CCN(CC)c1ccc(-n2c(C)c(C(C)=O)c(C(C)=O)c2C)cc1 | 5
C#CCSc1cccc2cccnc12 | -16
COc1cccc(-c2nnc3n2N=C(c2ccc(O)c(O)c2)CS3)c1 | -13
CCOC(=O)C1=C(c2ccccc2)NC(=O)NC1c1ccc(OC)c2ccccc12 (stereo unspecified) | -9
C=CCn1c(SCc2ccccc2F)nc2cc(C(=O)N3CCC(C(N)=O)CC3)ccc2c1=O | 3
O=C(CN1C(=O)c2c(cc(Oc3ccccc3)cc2[N+](=O)[O-])Oc2ccccc21)c1ccccc1 | -151
Cc1c(OC(=O)c2cccs2)ccc2c3c(c(=O)oc12)CCCC3 | 3
COc1ccc(CN2C(=O)c3ccc(F)cc3C2=O)cc1 | -16
O=C(Nc1nc(-c2ccc(Oc3ccccc3)cc2)cs1)c1ccc(S(=O)(=O)N2CCCCC2)cc1 | -154
Cc1nc2c(o1)CCc1ccccc1C2O (stereo unspecified) | 2
Cc1cccc(NC(=O)c2cnc3sccn3c2=O)c1C | -1
CCCOC(=O)c1ccc(N2C(=O)C3C4c5ccccc5C(c5ccccc54)C3C2=O)cc1 (stereo unspecified) | 1
CCc1ccc(C2C(C(=O)OC(C)C)=C(C)NC3=C2C(=O)CC(C)(C)C3)cc1 (stereo unspecified) | 4
CSc1nc(NC(C)(C)C)nc(Oc2ccc(=O)[nH]n2)n1 | -2
COc1ccc(N2C(=O)c3ccc(Oc4ccc(N)cc4)cc3C2=O)c(N)c1 | -1
COc1ccccc1NC(=O)CSc1nc(O)cc(=O)n1-c1ccccc1OC | -11&-94
COc1ccc2ccccc2c1/C=N/O | 0
CCOc1c(C)cc(-c2ncccc2O)cc1C | -1&-7
CCC(=O)c1ccccc1OCCCn1cncn1 | -2
CN(C)C(=O)NC1CCCCCCCCCCC1 | -5
CCOC(=O)C1=NN(C(=O)c2cccc(Cl)c2)C(O)(c2ccc(Cl)cc2)C1 (stereo unspecified) | -4
CC1(C)C(c2ccccc2)=[N+]([O-])CN1O | -1
C#CCNc1cc(C)nc2ncnn12 | 2
O=C1CNC(=O)/C1=C\N1CCN(C(c2ccccc2)c2ccccc2)CC1 | -16
CCOc1nc(NC2CCCC2)nc(N2CCC(C)CC2)n1 | -1
O=C(Nc1ccc2oc(-c3cccc(Cl)c3)nc2c1)c1cccc(Br)c1 | -32
COC(=O)c1cc(NC(=O)CN2C(=O)c3ccccc3C2=O)cc(C(=O)OC)c1 | -6
COc1ccc(CCNC(=O)c2c(C)cc(=O)oc2C)cc1OC | -10
Cc1ccc(S(=O)(=O)NC2=CC(=NCc3ccccc3)C(=O)c3ccccc32)c(C)c1 | -172
O=C(Cn1cc2c(n1)CCCC2)NCCCN1CCN(Cc2ccccc2)CC1 | -1
Cc1cc(Br)ccc1NC(=O)c1ccccc1C | -3
CC[n+]1c(C=Cc2c[nH]c3ccccc23)ccc2cc(C)ccc21 | -263
Nc1c(C(=O)N2CCOCC2)sc(=S)n1CCc1ccccc1 | -1
CCOC(=O)CCc1n[nH]c(=O)[nH]c1=O | -20&4
CCCCNC(=O)c1cc2n(n1)C(C(F)(F)F)CC(c1ccc(Br)cc1)N2 (stereo unspecified) | -4
COc1cc2c(cc1NC(=O)CSc1nnc(C)s1)oc1ccccc12 | -19
O=C(COC(=O)CN1C(=O)C(=O)c2ccccc21)OCN1C(=O)c2ccccc2C1=O | -8
CCOc1ccccc1NS(=O)(=O)c1ccc(Br)s1 | -7
COc1ccc(C2=CC(c3ccccc3C)n3c(nc4ccccc43)N2)cc1 (stereo unspecified) | -8
CC1(C)Cc2c(sc3[nH]c(=S)[nH]c(=S)c23)CO1 | -17
CNc1nc2c(c(=O)n(C)c(=O)n2C)n1CC(O)COc1ccccc1C (stereo unspecified) | 7
Cc1nc(NCc2ccco2)[nH]c(=O)c1CCC(C)C | -9
CCOC(=O)c1c(C)[nH]c(C(=O)OCC(=O)Nc2cc(C)ccc2OC)c1C | 2
Cc1ccccc1Cc1c(C)nc2nc(SCC(=O)NCC3CCCO3)nn2c1C (stereo unspecified) | -7

2 entries picked at random from those above, as already listed:
Molecule | 14-3-3 PPI
CCOc1nc(NC2CCCC2)nc(N2CCC(C)CC2)n1 | -1
CCOc1ccccc1NS(=O)(=O)c1ccc(Br)s1 | -7

Continuation:
Molecule | 14-3-3 PPI
COC(=O)c1c(NC(=O)CC2Sc3ccccc3NC2=O)sc2c1CCCC2 (stereo unspecified) | -8
CC(=O)c1cc2c(cc1NC(=NS(=O)(=O)c1ccccc1)c1ccccc1)OCO2 | -2
CCOc1cc(C2C(C(=O)OC)C(=O)CC(C)(O)C2C(=O)OC)ccc1O (stereo unspecified) | 7
CC(=O)Nc1c(C(=O)NCc2ccccc2)nnn1Cc1ccccc1 | -9
Cn1c2c(c(=O)[nH]c1=O)C(c1ccc(C(C)(C)C)cc1)C1=C(N2)c2ccccc2C1=O (stereo unspecified) | -32
O=C(COc1ccc(Cl)cc1)Nc1ccc(-c2nc3cc(Cl)ccc3o2)c(O)c1 | -328
Cc1c(C(=O)OC2CCC(C)CC2)[nH]c2c1C(=O)CCC2 (stereo unspecified) | 6
CCCCCOC(=O)C1=C(C)NC(=O)NC1c1ccc(OC)cc1 (stereo unspecified) | 7
COc1ccc(-c2cn3c(C)c(C(=O)N4CCN(c5ccc(F)cc5)CC4)sc3n2)cc1 | -3
COc1ccc2cc3cc(C(=O)Nc4cccc(C)n4)oc3nc2c1 | 1
CC1(C)OC(=O)C(=CNc2ccccc2F)C(=O)O1 | -1
O=C(CN1CCOCC1)Nc1scc(-c2ccccc2)c1C(=O)N1CCOCC1 | 4
COc1cc(OC)cc(C(=O)N2CC(=O)Nc3ccc(F)cc3C2c2ccc(F)cc2)c1 (stereo unspecified) | -12
O=[N+]([O-])c1cccc(S(=O)(=O)N2CCSC2c2ccccc2)c1 (stereo unspecified) | 10
CCN1C(=O)C2C(c3cccc(F)c3)NC(CC)(C(=O)OC)C2C1=O (stereo unspecified) | 4
CCC1(CC)C(=O)N=C2c3ccccc3C(=O)N21 | -7
COc1ccc(C2C(C(=O)Nc3ccc(Cl)cc3)=C(C)Nc3ncnn32)cc1Br (stereo unspecified) | 6
CCN(CC)C(=O)Oc1ccc2c(=O)c(-c3ccccc3)coc2c1 | -5
CCOC(=O)C1C(=O)C=C(c2ccc(C)cc2)CC1c1ccc(N(C)C)cc1 (stereo unspecified) | 6
CCN(CC)C(=O)CSc1nc2ccc(NC(=O)CSc3nccn3C)cc2s1 | -17
CC(=O)c1ccc(N2CCN(C(=O)C3CCC3)CC2)cc1 | -2
Cc1ccc(N2C(=O)C3C4C=CC(C4)C3C2=O)cc1C (stereo unspecified) | 1
COc1ccccc1C1/C(=C(\O)c2ccc3c(c2)OCCO3)C(=O)C(=O)N1CCCN(C)C (stereo unspecified) | -1
COc1cc(C(=O)NCc2nnc(SCC(=O)Nc3cc(C)cc(C)c3)o2)cc(OC)c1OC | -1
Cc1cc(O)cc(O)c1C(=O)Cc1cscn1 | -1

A few values from the list:
Value of `O=[N+]([O-])c1cccc(S(=O)(=O)N2CCSC2c2ccccc2)c1` (stereo unspecified) in 14-3-3 PPI: 10
Value of `Cn1c2c(c(=O)[nH]c1=O)C(c1ccc(C(C)(C)C)cc1)C1=C(N2)c2ccccc2C1=O` (stereo unspecified) in 14-3-3 PPI: -32
Value of `CCN(CC)C(=O)CSc1nc2ccc(NC(=O)CSc3nccn3C)cc2s1` in 14-3-3 PPI: -17
Value of `COc1cc(C(=O)NCc2nnc(SCC(=O)Nc3cc(C)cc(C)c3)o2)cc(OC)c1OC` in 14-3-3 PPI: -1
Value of `Cc1c(C(=O)OC2CCC(C)CC2)[nH]c2c1C(=O)CCC2` (stereo unspecified) in 14-3-3 PPI: 6

Next part.
Molecule | 14-3-3 PPI
Cc1cc2nnc(SCC(=O)c3ccc4c(c3)OCO4)n2c2ccccc12 | 5
CCOc1ccc(C2C(C(C)=O)=C(O)C(=O)N2Cc2ccco2)cc1 (stereo unspecified) | -2
COc1ccccc1CNCc1nc(-c2ccccc2)no1 | -14
CS(=O)(=O)N(CCc1ccccc1)CC(=O)NCc1cccnc1 | -3
CCOC(=O)c1cc(OC(=O)c2cccs2)n(-c2ccccc2)n1 | 15
Cc1cc2c(cc1C)CSC(c1cc([N+](=O)[O-])ccc1O)SC2 | -11
Cc1nc2c(=O)[nH]ccc2[nH]1 | -4
CCOC(=O)c1ccccc1NC(=O)CC1Nc2ccccc2NC1=O (stereo unspecified) | -12
Cn1c(C(=O)O)c(CC(=O)Nc2ccccc2F)c2ccccc21 | -2&-2
CCc1nccn1S(=O)(=O)c1ccc(C)c(C)c1 | -6
Brc1ccc(CNc2cc3c(cc2Br)OCCO3)cc1 | -3
CSc1cc(/C=N/O)c(SC)s1 | -20
COc1ccc2c(C)nc(Nc3nc(C)cc(C)n3)nc2c1 | -11
O=C(CN1C(=O)c2ccccc2C1=O)NCC(=O)OCC(=O)c1ccc([N+](=O)[O-])cc1 | -7
O=C(c1ccco1)N1CCN(C(=O)c2ccccc2Oc2ccccc2)CC1 | 5
COc1ccc(-c2noc(CCC(=O)Nc3cccc(OC)c3)n2)cc1 | 0
O=C(Nc1ccc2c(c1)OCO2)c1cncc(Br)c1 | -6
CCOC(=O)C(C)c1n[nH]c(=O)c2ccccc12 (stereo unspecified) | -3
O=C1C2C3C=CC(C3)C2C(=O)N1c1cccc(C(F)(F)F)c1 (stereo unspecified) | 0
CCCCOc1ccc(C2C(=O)N(C3CCCCC3)CC(=O)N2Cc2cccs2)cc1 (stereo unspecified) | 2
CCC1CCCCN1C(=O)CSc1nc2c([nH]c3ccccc32)c(=O)n1-c1ccccc1 (stereo unspecified) | 0
CC(C)c1ccc(N2C(=O)C3C(c4ccccc4)OC4(C(=O)c5ccccc5C4=O)C3C2=O)cc1 (stereo unspecified) | -7
Cc1ccc(C2CC(C(F)(F)F)n3ncc(C(=O)Nc4ccccc4C(F)(F)F)c3N2)cc1 (stereo unspecified) | -1
Cc1ccc(NC(=O)C2(c3ccccc3)CCOCC2)cc1C | 4
COc1ccccc1C=Cc1ccc2c(c1)C(=O)c1ccccc1C2=O | -232
O=C1NC(c2cccs2)C(C(=O)c2ccccc2)C(O)(C(F)(F)F)N1 (stereo unspecified) | -5
Cc1c(C(=O)N(C)C)sc2c1c(=O)n(-c1ccc(Cl)cc1)c(=O)n2CC(=O)Nc1cccc(C(F)(F)F)c1 | -3
CCC1CCc2nc3ccccc3c(C(=O)O)c2C1 (stereo unspecified) | -4
COCCNC(=O)c1c[nH]c2cc(OC)c(OC)cc2c1=O | -7
COc1ccccc1NC(=O)C1CC(=O)N(C)C(=Nc2ccccc2)S1 (stereo unspecified) | 0
c1ccc(CSc2nnc(-c3cccs3)n2Cc2ccco2)cc1 | -12
O=C(Cc1ccc(-n2c(=O)[nH]c3ccsc3c2=O)cc1)NCc1ccccc1 | 3
CC(C)(C)NC(=O)NC(=O)COC(=O)Cn1c(C(F)(F)F)nc2ccccc21 | -13
CCN(CC)S(=O)(=O)N1CCCC(C(=O)NC2CCCCCCC2)C1 (stereo unspecified) | 2
CCCCOc1ccc(C(=O)NCc2ccco2)cc1 | -2
COc1ccc(OC)c(C2C(C(=O)c3sc(C)nc3C)=C(O)C(=O)N2CCN2CCOCC2)c1 (stereo unspecified) | 13
c1ccc(CNc2ccc3c(c2)ncn3C2CCCCC2)nc1 | -2
CCCn1c(SCC(=O)Nc2nonc2C)nnc1-c1ccoc1C | 5
N#CC1=C(N)N=C(SCc2ccccc2)C(C(N)=O)C12CCCCC2 (stereo unspecified) | -6
COC(=O)CSc1nc2ccc(NC(=O)c3ccccc3C(=O)N3CCOCC3)cc2s1 | -4
Cc1ccc(C)c(N2CCN(C(=O)C3CCCN(S(=O)(=O)c4c(C)[nH]c(=O)[nH]c4=O)C3)CC2)c1 (stereo unspecified) | -6
COc1cc(-c2nc3cc(Cl)ccc3o2)cc(OC)c1OC | -6
COc1cccc(C2NN(C(=O)c3cccc(Br)c3)C3C(=O)N(c4ccc(C)cc4)C(=O)C23)c1OC (stereo unspecified) | -13
CCOC(=O)c1c(C(F)(F)C(F)(F)C(F)(F)C(F)(F)F)n[nH]c1C | -9
CCCCN(C)c1nc(-c2ccc(C)cc2)nc2ccccc12 | -1
COc1ccc(NC(=S)Oc2ccc(C(=O)Nc3ccc(I)cc3)cc2)cc1 | -12
COc1ccc(CNc2oc(COc3ccc(Br)cc3)nc2C#N)cc1 | -18
Cc1ccccc1C(=O)Nc1c(C(=O)NCc2ccco2)cnn1-c1ccccc1 | -7
O=[N+]([O-])c1ccc2sc(-c3nc4ccccc4s3)cc2c1 | -9
COc1ccc(C2CC(c3cccc(Br)c3)Nc3ncnn32)c(OC)c1OC (stereo unspecified) | 0

Next part:
Molecule | 14-3-3 PPI
COC(=O)c1ccc2c(c1)N(Cc1nc(-c3cccc(Cl)c3)oc1C)C(=O)C1CCCN21 (stereo unspecified) | -25
O=C(Nc1ccccc1)NC1(C(=O)NCCCN2CCOCC2)CCCCC1 | -4
O=C(NCC1CCCO1)c1nn2c(C(F)(F)F)cc(-c3ccc(Br)cc3)nc2c1Cl (stereo unspecified) | -5
CC1Cc2ccccc2N1C(=O)CSc1ncccc1C(=O)O (stereo unspecified) | -4

An excerpt; rates above refer to the full screens.
